MEKK3 PB1 HTS: modulators of MEKK3-MEK5 PB1 binding, primary screen, biochemical, wildtype MEKK3, multiplex bead flow cytometry, Alexa488-MEK5; 290,000 compounds, 1.4% hits; Mitogen-activated protein kinase kinase kinase 3 (Homo sapiens), Q99759; binding response (% of control), % at 10 µM; AID 1529, 2009; bead-based flow cytometry, Alexa488-MEK5 binding to MEKK3; actives lie on both sides; 0 = blocked by unlabeled MEK5, 100 = vehicle;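 active = binding response more than 3 SD above or below the average of its plate-row segment, actives on both sides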;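 note: Alexa488 bead fluorescence after subtracting the streptavidin-only scavenger bead signal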
Target sequence (Q99759 whole entry, looked up): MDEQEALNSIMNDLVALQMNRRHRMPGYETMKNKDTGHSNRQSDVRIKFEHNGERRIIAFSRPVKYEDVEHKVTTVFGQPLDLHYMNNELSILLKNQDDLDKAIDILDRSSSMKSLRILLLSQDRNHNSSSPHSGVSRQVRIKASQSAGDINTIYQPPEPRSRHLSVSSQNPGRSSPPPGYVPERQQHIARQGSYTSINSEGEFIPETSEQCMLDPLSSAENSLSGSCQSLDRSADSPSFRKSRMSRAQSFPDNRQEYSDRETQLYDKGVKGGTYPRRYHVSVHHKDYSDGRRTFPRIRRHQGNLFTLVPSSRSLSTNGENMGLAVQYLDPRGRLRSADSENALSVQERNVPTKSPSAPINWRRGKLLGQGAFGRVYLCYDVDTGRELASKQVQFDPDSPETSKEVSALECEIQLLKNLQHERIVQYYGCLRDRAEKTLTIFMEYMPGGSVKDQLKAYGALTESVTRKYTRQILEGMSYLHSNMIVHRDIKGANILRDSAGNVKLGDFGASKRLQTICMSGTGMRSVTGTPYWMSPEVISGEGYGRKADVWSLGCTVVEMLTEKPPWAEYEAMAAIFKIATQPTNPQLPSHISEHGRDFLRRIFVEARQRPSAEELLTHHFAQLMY
MEKK2 mut-MEK5: MEK5 binding signal on mutant MEKK2 PB1, primary screen, biochemical, multiplex bead flow cytometry, Alexa488-MEK5; Alexa488-MEK5 binding to MEKK2 mutant; percent response, % at 10 µM; 290,000 compounds, 0.35% hits; in the data active = percent response above about 24%, passing the limit was not always enough; note: inactives centre near 1; some results filed as inactive read as strong as hits; reference of the scale not given here
NS3 helicase inh: inhibitors of HCV NS3 helicase, primary screen, biochemical, Cy5 molecular beacon fluorescence; Hepatitis C virus NS3 helicase; NS3 helicase DNA unwinding; inhibition, % at 10.9 µM; 290,000 compounds, 0.56% hits; AID 1800, 2009;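 active = inhibition above the mean of all tested compounds plus 3 SD, set per campaign, cut at about 35% in these data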;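 note: 0% = DMSO wells and 100% = thioflavine S control wells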
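Assay system – hepatitis C virus NS3 helicase domain fragment enzyme · Buffer or medium – MOPS pH 6.5, MgCl2, DTT, Tween20, BSA · Reagent – Cy5/quencher beacon DNA duplex and ATP to start · Compound – single 10.9 µM dose · Timing – 1 h at 25 °C · Technique – Cy5 beacon fluorescence read at start and 1 h · Measure – % inhibition of unwinding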
CRFBP-R2 block: antagonists of CRF-BP/CRF-R2 complex, primary screen, cell-based, HEK293, calcium dye fluorescence, uHTS; AID 588475, 2011; 350,000 compounds, 0.59% hits; CRF-induced calcium fluorescence; inhibition, % at 11.8 µM;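 active = inhibition of the ligand-induced calcium signal above about 50% at the single tested concentration, limit read from the data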
SUMO HTRF inh: inhibitors of in vitro SUMOylation cascade, primary screen, biochemical, HTRF, uHTS | AID 2006, 2009 | HTRF SUMOylation assay, SAE1/SAE2 + UBC9 | inhibition, % at 35 µM | 290,000 compounds, 0.36% hits | SUMO-conjugating enzyme UBC9 (Homo sapiens), P63279; in the data active = inhibition above about 50%, passing the limit was not always enough; note: strong numbers were not always called active
Target sequence (P63279 whole entry, looked up): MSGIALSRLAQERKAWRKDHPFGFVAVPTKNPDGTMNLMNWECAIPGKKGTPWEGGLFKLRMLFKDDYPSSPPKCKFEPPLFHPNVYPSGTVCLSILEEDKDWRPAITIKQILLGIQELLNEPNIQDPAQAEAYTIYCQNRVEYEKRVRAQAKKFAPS
DNA FID counter: compounds displacing fluorescent DNA intercalator, primary screen, artefact control for HCV NS3 helicase inhibitor project, biochemical, FID fluorescence; DNA fluorescent intercalator displacement; inhibition, % at 7.9 µM; 290,000 compounds, 0.17% hits; in the data active = inhibition above about 37%;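 note: 0% = vehicle and 100% = reference compound; higher means more ethidium bromide displaced from hairpin DNA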
MEKK2 WT-MEK5: modulators of MEK5 binding to wildtype MEKK2, primary screen, biochemical, multiplex bead flow cytometry, Alexa488-MEK5; Alexa488-MEK5 binding to MEKK2 WT; actives lie on both sides; binding response (% of control), % at 10 µM; AID 1531, 2009; Mitogen-activated protein kinase kinase kinase 2 (Homo sapiens), Q9Y2U5; 290,000 compounds, 1.1% hits; in the data active = binding response below about 67% or above about 130%
CRFR2-BP ag: agonists of CRF-BP/CRF-R2 complex, primary screen, cell-based, HEK293, calcium dye fluorescence, uHTS. 350,000 compounds, 0.46% hits. CRF-binding protein / CRF receptor 2 complex (human). AID 588473, 2011. activation, % at 13.2 µM. calcium dye fluorescence (FLIPR); percent of saturating CRF peptide response;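 active = activation of at least 50%, plus an integration ratio under a set limit after plate pattern correction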;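 note: plate controls were neutral control wells without compound for no effect and CRF at EC100 for full effect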
GalR3 antagonist: GalR3 antagonists in HEK293 cells, primary screen, cell-based, fluorescence readout; Galanin receptor type 3 (Homo sapiens), O60755; HEK293 GalR3-CNG cAMP membrane potential fluorescence; galR3 body fused to GalR1 C-terminus; inhibition, % at 3 µM; 360,000 compounds, 0.44% hits;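 active = inhibition above the screen-wide average plus 3 SD, cut at about 13% in these data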;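 note: forskolin and galanin both at EC90 stimulate the cells; cAMP rise reported by CNG channel membrane potential dye signal; 0% = forskolin plus galanin with DMSO and 100% = forskolin alone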
Target sequence (O60755 1-299 limits assumed): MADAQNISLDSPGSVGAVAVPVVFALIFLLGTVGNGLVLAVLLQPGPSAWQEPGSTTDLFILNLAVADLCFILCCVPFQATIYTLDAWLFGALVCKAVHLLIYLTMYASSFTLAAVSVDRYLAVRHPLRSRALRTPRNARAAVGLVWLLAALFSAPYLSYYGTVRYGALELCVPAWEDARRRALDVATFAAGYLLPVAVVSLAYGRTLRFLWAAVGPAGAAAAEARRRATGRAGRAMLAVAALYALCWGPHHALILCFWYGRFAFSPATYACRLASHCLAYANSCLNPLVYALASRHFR
* marks the source's active call; other numbers are inactive results; . = not tested or not shown.

SMILES	MEKK3 PB1 HTS	MEKK2 mut-MEK5	NS3 helicase inh	CRFBP-R2 block	SUMO HTRF inh	DNA FID counter	MEKK2 WT-MEK5	CRFR2-BP ag	GalR3 antagonist
CCN(CC)CCCn1c(C)cc2c(c1=O)C(c1ccccc1)C(C#N)=C(N)O2 (centres undefined)	98	12	-4	-28	16	1	96	2.9	-4
O=C(/C=C/c1ccccc1)NC(NC(=S)Nc1ccc(Cl)cc1Cl)C(Cl)(Cl)Cl (centres undefined)	101	3	-5	-18	-21	-1	124	-1.6	.
O=C(CCSc1ccccc1)NC(=O)COC(=O)C1CCCCC1	104	-1	-7	-31	-17	-13	98	2.6	-5
O=C(Oc1ccc(Cl)c2cccnc12)N1CCOCC1	104	2	6	12	12	-3	95	-1.7	7
Cc1nc2c(ncn2-c2ccccc2)c(=O)n1NC(=O)CN1CCOCC1	99	-2	2	-9	-4	-4	96	0.2	-4
CC1Sc2ccccc2N(CC(=O)N(C(C)C)C(C)C)C1=O (centres undefined)	104	6	-3	2	17	-10	105	0.1	-6
Nc1cc(OC(=O)c2cccs2)nn1S(=O)(=O)c1ccc(F)cc1	118	11	-2	41	-19	3	128	3.0	-2
CC1=C(C)C(OCCBr)N(c2cc(O)c(Cl)cc2F)C1=O (centres undefined)	63	-21	20	-27	8	-1	74	0.7	-4
Cn1cnnc1SCC(=O)OCN1C(=O)c2ccccc2C1=O	103	7	0	2	4	2	103	0.1	2
Nc1ccc(-c2nnn(CC(=O)N3CCCCC3)n2)cc1	103	3	7	10	3	-2	103	-3.2	-11
COc1cc(NC2c3ccccc3C(=O)N2Cc2ccccc2Cl)cc(OC)c1 (centres undefined)	135*	29	-17	-2	12	-35	116	-2.7	0
O=C(Nc1ccc(Cl)cc1)N(CCCN1CCOCC1)Cc1cccs1	98	2	-16	0	-11	17	104	0.1	3
Cc1ccc(-n2nc(C(=O)NN)c(C)c(C#N)c2=O)cc1Cl	105	13	3	9	21	-22	105	-0.5	-5
O=C(NCCc1ccccc1)/C(=C\c1ccc([N+](=O)[O-])cc1)NC(=O)c1ccccc1	.	.	9	-4	26	6	.	-2.6	-5
CCNc1cc(N2CCOCC2)nc(SC)n1	91	-8	-5	0	11	-5	93	0.4	-7
O=c1c2c(n3nnnc3n1Cc1ccccc1)-c1ccccc1CC21CCCC1	100	-7	9	7	20	-2	95	1.6	-8
Cc1ccc(-n2ncc3c2CCCC3NC(=O)CCc2cnccn2)cc1C (centres undefined)	100	0	-3	7	0	-39	103	-1.7	-3
CC(=O)c1cccc(NC(=O)CSc2ccc(-c3ccccn3)nn2)c1	103	4	-13	16	1	-15	102	0.5	-2
CCn1cc(S(=O)(=O)CC(=O)Nc2cc(C)ccc2C)c2ccccc21	103	8	4	37	1	-17	105	-1.2	.
O=C(COc1cccc(F)c1)Nc1ccc2[nH]c(=O)[nH]c2c1	111	0	17	14	0	1	104	4.4	3
CCC1COCCS(=O)(=O)N1Cc1ccc(Cl)cc1 (centres undefined)	107	2	14	0	13	-16	107	-2.2	-6
Cc1ccc(-c2n[nH]c(=O)c3ccccc23)cc1S(=O)(=O)N(C)CCO	102	-1	1	-4	5	-13	99	-1.1	-1
COC(=O)Cc1ccc(NC(=O)c2ccccc2Cl)cc1	101	11	6	12	7	-1	106	-1.2	-1
COC(=O)c1sccc1NC(=S)N1CCN(c2cc(C)ccc2C)CC1	103	0	11	19	-2	8	103	-1.3	-13
S=C(Nc1cccc(Cl)c1Cl)NC1CCN(Cc2ccccc2)CC1	99	4	-26	-15	-10	28	107	4.4	-6
CCc1ccccc1NC(=O)C1C2C=CC(O2)C1C(=O)O (centres undefined)	105	10	8	-2	6	4	108	0.0	-8
CCc1cccc(NC(=O)CSc2nc3c(c(=O)[nH]2)CCCC3)c1	83	-3	1	.	20	-5	87	.	.
CCCCC1=CC2=C(c3ccco3)C(=O)C(C)(OC(=O)c3ccc(OC)cc3)C(=O)C2=CN1CCCCO (centres undefined)	90	-11	.	-6	18	.	88	13	-2
COc1ccc([C@@H](C)NC(=O)CCc2nnc(-c3cc(C)on3)o2)cc1	102	7	-10	25	8	-2	102	-0.1	1
Cc1ccccc1NC(=O)COC(=O)c1cc(=O)c2ccccc2o1	97	-3	-10	.	8	1	95	.	.
CCCCSc1[nH]c(=O)c(C(=O)OCC)cc1C#N	102	1	16	10	22	-8	95	22	-8
CCc1ccc(NC(=O)CS(=O)CC(=O)Nc2ccc(N3CCOCC3)cc2)cc1 (centres undefined)	102	1	-23	-1	8	-25	98	0.1	-8
CC(=O)c1c(C)nc(-c2ccc(Cl)cc2)nc1N=CN(C)C	92	12	6	22	20	23	86	-2.8	3
CCOC(=O)CN1C(=O)NC(C)(c2ccc(OC(F)F)cc2)C1=O (centres undefined)	92	-3	-1	-1	3	-3	91	-0.1	-3
C/C(NCCCn1ccnc1)=C(\C#N)C(N)=O	97	-1	1	-7	3	0	96	-0.9	-3
COc1cccc(NC2=CC(=O)CC(C)(C)C2)c1	98	2	6	10	12	-1	97	-1.0	5
CC(=O)c1cc2c(cc1NC(=O)CN1Cc3ccccc3C1=O)OCO2	101	3	-5	6	17	-12	97	2.6	1
O=C(N/N=C/c1ccco1)c1cnccn1	100	1	8	32	36	-1	100	0.8	-8
CN(c1ccccc1C(=O)Nc1ccc2c(c1)OCO2)S(C)(=O)=O	87	-4	-5	6	-17	-4	92	-1.4	-2
COC(=O)c1ccc(C(=O)OC)c(NC(=O)c2cccnc2)c1	102	0	-3	15	2	-6	104	-4.6	.
Cc1ccc(C2=NS(=O)(=O)N(C)C(C(=O)NCc3ccc4c(c3)OCO4)=C2)cc1	102	2	-17	1	9	-13	98	11	.
Cc1cc(C)c2nc(SC(C)C#N)cc(C)c2c1 (centres undefined)	99	2	-8	-14	-7	-2	103	0.7	6
Cc1ccc(C(=O)NCCSc2c(C)[nH]c3ccccc23)cc1[N+](=O)[O-]	113	3	-4	19	3	-4	103	-0.5	.
CCCCn1c(=O)cc(N2CCOCC2)[nH]c1=O	93	-4	14	6	7	-6	99	-2.2	.
Cc1cc(Cl)c(S(=O)(=O)N2CCN(c3ccccn3)CC2)cc1OCC(=O)NC1CCCCC1	95	-2	-13	6	-13	-52	93	1.7	6
O=C(CSc1nnc(Cn2nnc3ccccc32)o1)Nc1cccc(Cl)c1	101	1	-1	11	-16	2	101	-0.3	-8
COc1ccc(NC(=O)CC2C(=O)NCCN2C(=O)Nc2ccc(C(F)(F)F)cc2)cc1 (centres undefined)	105	4	-19	-4	-27	4	106	1.6	-4
COc1ccccc1N1CCN(C(CNS(=O)(=O)c2ccccc2)c2ccccc2)CC1 (centres undefined)	96	-9	-15	-1	.	-31	94	0.4	0
CCOc1ccccc1N1CCN(Cc2cn[nH]c2-c2ccc(F)cc2)CC1	97	-8	-24	-16	9	8	93	-0.6	-1
Cc1nc(-n2cc(F)c(=O)[nH]c2=O)c2nc(C)oc2n1	90	-5	8	1	4	0	92	-0.1	-1
CCCCn1c(N)c(N(CC(C)C)C(=O)CCC2CCCCC2)c(=O)[nH]c1=O	99	7	13	-12	-2	-30	105	1.6	-2
COc1cccc(/C=N/NC(=O)CNC(=O)COc2cccc(C)c2)c1O	98	0	14	-7	14	-20	98	-0.8	-5
C=CCc1cc(/C=C2/NC(=O)N(CC)C2=O)cc(OCC)c1OCc1ccc(C(=O)O)cc1	104	-1	29	-2	0	-26	97	-2.2	-3
CCOc1ccccc1-c1noc(CCCC(=O)NC2CCCCC2)n1	103	-2	19	-2	-10	-31	102	2.2	-11
C/C(=N\NC(=O)Cc1ccc(Cl)cc1)c1ccc(F)cc1	104	16	-1	-15	10	-16	111	-1.3	-11
O=C(Cc1cccc(C(F)(F)F)c1)NCc1ccc(Cl)cc1Cl	98	5	-9	-15	0	-10	103	-2.7	-5
Cc1csc(N2CCN(c3cc4c(cc3Cl)nc(-c3ccncc3)n4CCCN3CCCC3)CC2)n1	102	22	-112	-7	7	19	147*	0.6	0
O=C(c1ccc(F)cc1)C1CCN(S(=O)(=O)c2ccccc2)CC1	57	-16	6	-4	11	-14	64	-2.5	1
N#Cc1cccc(NC(=O)CN2CCN(Cc3ccccc3)CC2)c1	101	2	-2	9	12	-1	102	-1.1	-7
Cc1ccc(NC(=O)c2nnn(-c3cccc(C(F)(F)F)c3)c2N)cc1	96	-7	-8	-3	2	-4	96	3.1	-2

Next part (5 carried over from the part before).
SMILES	MEKK3 PB1 HTS	MEKK2 mut-MEK5	NS3 helicase inh	CRFBP-R2 block	SUMO HTRF inh	DNA FID counter	MEKK2 WT-MEK5	CRFR2-BP ag	GalR3 antagonist
O=C(Cc1cccc(C(F)(F)F)c1)NCc1ccc(Cl)cc1Cl	98	5	-9	-15	0	-10	103	-2.7	-5
Cc1csc(N2CCN(c3cc4c(cc3Cl)nc(-c3ccncc3)n4CCCN3CCCC3)CC2)n1	102	22	-112	-7	7	19	147*	0.6	0
O=C(c1ccc(F)cc1)C1CCN(S(=O)(=O)c2ccccc2)CC1	57	-16	6	-4	11	-14	64	-2.5	1
N#Cc1cccc(NC(=O)CN2CCN(Cc3ccccc3)CC2)c1	101	2	-2	9	12	-1	102	-1.1	-7
Cc1ccc(NC(=O)c2nnn(-c3cccc(C(F)(F)F)c3)c2N)cc1	96	-7	-8	-3	2	-4	96	3.1	-2
Cc1ccc(S(=O)(=O)CC(c2ccccc2)N2CCOCC2)cc1 (centres undefined)	88	-7	1	-18	12	-13	92	0.1	-10
CC1(c2nnc(-c3cccc(Cl)c3)o2)CC(c2ccc(Br)cc2)=NO1 (centres undefined)	105	0	.	-6	.	.	99	-1.1	-3
O=C(Nc1ccc(F)cc1)C1=CC(=O)N2CCN=C2S1	100	-4	-14	.	8	8	98	.	.
COc1ccc(CCNC(=O)C2CCCN(S(C)(=O)=O)C2)cc1OC (centres undefined)	100	6	-8	19	-2	-8	102	0.8	-1
c1ccc(CCNC2=NCCS2)cc1	106	4	0	0	8	-5	107	2.3	-6
Cc1ccccc1CC1CCN(CCCNC(=O)Nc2ccccc2)CC1	109	10	-18	-5	12	8	118	-0.4	-14
Cc1onc(C(=O)Nc2ccc(OC(F)(F)F)cc2)c1[N+](=O)[O-]	99	0	-8	25	2	4	98	-1.9	.
C=C(C)CNC(=S)NNC(=O)c1cc(C)oc1C	103	4	1	5	6	-7	104	-2.7	-3
CCOC(=O)c1ccc(NC(=O)C(=O)NCc2ccco2)cc1	91	-4	-10	26	15	-2	92	-0.2	-3

Source: PubChem BioAssay (several laboratories)

Only part of the results is shown; count on the stated rates, not on these rows.
